Compound activity deposited in PubChem by several laboratories.
TRPML3 ag: human mucolipin-3 channel agonism; Q8TDD5; HEK293 TRPML3-YFP, Fluo-8 calcium fluorescence; 100% = the carbachol control signal; activation, % at 3 µM; 0.29% of 220,000 active; AID 1448;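 active = activation above its plate's cutoff, the mean activation of the plate's test wells plus 3 SD, cut at about 12% in these data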;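 note: 0% = DMSO only wells and 100% = carbachol wells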
Target sequence (Q8TDD5 whole entry, looked up): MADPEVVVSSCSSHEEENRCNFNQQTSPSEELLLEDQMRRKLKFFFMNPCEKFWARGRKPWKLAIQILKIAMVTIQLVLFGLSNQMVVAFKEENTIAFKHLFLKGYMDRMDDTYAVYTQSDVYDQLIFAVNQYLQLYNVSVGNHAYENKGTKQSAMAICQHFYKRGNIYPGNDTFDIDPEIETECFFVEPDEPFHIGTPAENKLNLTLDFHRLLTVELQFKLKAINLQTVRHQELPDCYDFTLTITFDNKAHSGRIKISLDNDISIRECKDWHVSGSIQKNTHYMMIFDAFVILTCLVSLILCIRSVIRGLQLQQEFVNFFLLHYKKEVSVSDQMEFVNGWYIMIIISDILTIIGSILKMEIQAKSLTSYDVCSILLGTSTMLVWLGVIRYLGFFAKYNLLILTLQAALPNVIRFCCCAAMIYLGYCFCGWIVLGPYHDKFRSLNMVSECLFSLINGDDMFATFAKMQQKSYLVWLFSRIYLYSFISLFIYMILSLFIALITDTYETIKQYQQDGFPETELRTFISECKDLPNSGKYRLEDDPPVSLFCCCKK
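Material: TRPML3-YFP stable HEK293 cells | Dosing: One concentration, 3 µM nominal, 0.3% DMSO | Timing: 125 s total fluorescence read per well | Technique: Fluo-8 calcium dye fluorescence, ex 470-495, em 515-575 nm | Measure: Percent activation from peak-to-basal fluorescence ratio, scaled between DMSO and carbachol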
NPY Y1 blocker: antagonists of human neuropeptide Y receptor Y1; 1% of 200,000 active; AID 1040; inhibition, % at 3.6 µM; HEK293-CNG Y1 cells, membrane potential fluorescence; NPY at EC95, then isoproterenol;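 active = inhibition above the campaign mean inhibition of all tested compounds plus 3 SD, cut at about 20% in these data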;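 note: 0% = DMSO wells given NPY plus isoproterenol and 100% = isoproterenol alone without NPY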
Target sequence (P25929 whole entry, looked up): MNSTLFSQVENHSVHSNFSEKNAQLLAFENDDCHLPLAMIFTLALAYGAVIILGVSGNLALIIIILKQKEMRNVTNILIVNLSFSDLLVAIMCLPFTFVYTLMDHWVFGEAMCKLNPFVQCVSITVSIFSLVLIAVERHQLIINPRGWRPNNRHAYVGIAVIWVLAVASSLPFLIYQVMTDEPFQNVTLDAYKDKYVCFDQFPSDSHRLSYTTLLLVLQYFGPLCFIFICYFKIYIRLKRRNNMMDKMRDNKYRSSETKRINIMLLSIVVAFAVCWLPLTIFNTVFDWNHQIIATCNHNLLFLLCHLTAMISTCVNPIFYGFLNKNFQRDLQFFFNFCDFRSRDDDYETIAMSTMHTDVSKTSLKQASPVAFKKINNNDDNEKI
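Assay system: HEK293 Y1/CNG channel cell line; Doses: single compound dose of 3.6 µM, 0.4% DMSO; Timing: dye 3 h, compound 60 min room temperature, stimulation 45 min; Technique: Membrane-potential fluorescent dye readout; Measure: % inhibition of NPY effect.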
NPY2 pot ag: potentiators or agonists of human neuropeptide Y receptor Y2. P49146. cells expressing NPY-Y2, potentiator/agonist read-out. activation, % at 3.6 µM. 0.45% of 220,000 active; in the data active = activation above about 27%;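 note: cells stimulated with NPY near EC25 plus isoproterenol at EC100; 0% = vehicle plus submaximal agonist and 100% = vehicle plus saturating agonist; some results beyond the cut were filed as inactive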
S1P4 antag: blocks the human S1P4 receptor; O95977; S1P4-expressing cells, antagonist mode, reporter read-out; inhibition, % at 4.98 µM; 0.26% of 220,000 active; AID 1510; in the data active = inhibition above about 29%;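 note: 0% = wells stimulated with agonist and 100% = vehicle wells without agonist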
TRPN1 ag: activates the zebrafish TRPN1 channel; HEK293 zebrafish TRPN1-YFP, Fluo-8 calcium fluorescence; 100% = response to 87 µM carbachol; activation, % at 3 µM; 0.18% of 220,000 active; AID 1424;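 active = activation above its plate's cutoff, the mean activation of test wells on that plate plus 3 SD, cut at about 19% in these data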;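 note: 0% = DMSO alone and 100% = 87 µM carbachol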
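Material: zebrafish TRPN1-YFP in HEK293 cells. Doses: one dose of 3 µM, 0.3% DMSO. Incubation: dye 1 h 37 °C plus 30 min RT. Measured by: intracellular calcium fluorescence with Fluo-8.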
CHOP inhibitor: CHOP inhibition in unfolded protein response; inhibition, % at 10 µM; CHO-K1 CHOP-promoter luciferase, tunicamycin-induced, 15-18 h; 3.8% of 220,000 active;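 active = compounds that reduced the stress-induced luciferase reporter signal by more than about 70% of percent inhibition, limit read from the data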;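 note: 0% = tunicamycin plus vehicle and 100% = wells without tunicamycin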
S1P4 ag: agonists of human S1P4 receptor; AID 1509; S1P4-expressing cell line, agonist reporter assay; 0.35% of 220,000 active; O95977; activation, % at 4.98 µM; in the data active = activation above about 11%;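 note: 0% = DMSO vehicle and 100% = reference agonist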
NPY-Y1 PAM-ag: human NPY-Y1 potentiation or agonism, primary screen. P25929. NPY-Y1 expressing cells, potentiator/agonist activation. activation, % at 3.6 µM. 0.37% of 220,000 active. AID 1304; in the data active = activation above about 33%, passing the limit was not always enough;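 note: cells stimulated with NPY at EC10 then isoproterenol at EC100; 0% = low agonist plus stimulus and 100% = saturating agonist plus stimulus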
EP2 modulator: EP2 receptor (human) modulation; P43116; EP2-expressing cells, cAMP HTRF FRET, PGE2 co-stimulation; induction, % at 25 µM; 0.83% of 260,000 active; AID 940;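 active = compounds whose cAMP rise, as percent of the full-agonist control response, exceeds 60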;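 note: rat C6 glioma line stably carrying human EP2 under a CMV promoter; the protocol text gives 20 µM as final concentration; 100% = response of wells given 1 µM PGE2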
An asterisk follows results filed as active; nt = not tested or not shown; & = joins results of further samples. Outcome played no part in choosing rows (roughly 6.5% active in at least one column).

SMILES	TRPML3 ag	NPY Y1 blocker	NPY2 pot ag	S1P4 antag	TRPN1 ag	CHOP inhibitor	S1P4 ag	NPY-Y1 PAM-ag	EP2 modulator
COc1ccc(CNC(=O)CCN2C(=O)c3ccncc3C2=O)cc1OC	0.8	nt	-5	-7	2.2	0	0.7	14	27
Nn1c(SCC(=O)Nc2nccs2)nncc1=O	0.0	-3	-11	-1	1.7	2	2.5	-1	13
O=C(CCc1nc(-c2ccccc2)c(-c2ccccc2)o1)OCc1ccc(Cl)cc1	0.6	17	-17	-12	0.1	3	-0.9	-34	33
Cc1ccc(N(CN2CCCC2=O)C(=O)c2ccc(OC(C)C)cc2)cc1	-1.5	-4	-6	-5	-0.6	35	-0.6	28	13
Cc1cc(C)c2c(-n3cccc3)c(C(=O)NNS(=O)(=O)c3ccc(Br)cc3)sc2n1	-0.6	3	-1	-28	0.4	50	-0.5	-7	45
CC(=O)c1ccc(N2CCN(C(=S)Nc3cccc(Cl)c3)CC2)cc1	0.4	-8	4	-5	0.8	44	-0.9	14	-31
S=C(Nc1ccc2nc(-c3ccccn3)c(-c3ccccn3)nc2c1)N1CCCCC1	-0.3	-1	-14	-3	1.7	29	-0.1	-19	-7
O=c1cc(NCc2ccccc2)nc2ccccn12	0.2	-2	18	0	-0.1	11	-0.9	10	2
COc1ccc(N2CC(=O)N(c3ccccc3)C2=S)cc1	-0.1	4	15	-14	1.2	-7	1.2	10	15
O=C(Nc1cccnc1Oc1ncnc2cc(Cl)ccc12)c1ccc(F)cc1	0.2	nt	-22	15	0.1	-24	-0.1	10	14
Cc1c(C(=O)OCC(=O)NCc2ccc3c(c2)OCO3)cccc1[N+](=O)[O-]	0.8	9	-16	-5	-2.6	26	0.6	-35	-37
COc1ccc(C(=O)Oc2cc(N)n(S(=O)(=O)c3ccccc3)n2)cc1	-0.1	-4	10	1	-2.6	28	2.8	13	-43
O=C(COc1ccc(S(=O)(=O)NC2CCCCC2)cc1)N1CCN(c2cccc(Cl)c2)CC1	1.5	-3	26	1	0.8	79*	0.8	35	-18
O=C(Nc1cccs1)OCCN1CCN(Cc2ccccc2)CCC1=O	0.1	5	10	-11	1.5	-8	1.6	-1	29
COCCn1c(SCc2c(F)cccc2Cl)nc2c1c(=O)[nH]c(=O)n2C	0.8	-7	-10	-15	0.1	22	-0.7	-32	6
CC(=O)c1cc2c(cc1N)OCO2	1.0	3	8	-13	1.7	9	1.2	-13	-10
O=C(CNC(=O)c1ccccc1)NC1(C(=O)NC2CCCC2)CCCCC1	-0.4	3	-9	-6	-0.2	23	0.7	11	12
CC1CCN(C(=O)CSc2nnc(-c3ccc(S(=O)(=O)N4CCOCC4)cc3)n2C)CC1	0.3	4	-17	25	0.8	30	1.4	1	10&17
NC(=S)NC(=O)/C=C/c1ccccc1	-0.2	5	-5	-18	-0.9	4	1.0	4	-55
COc1ccc(CC(NC(C)=O)C(=O)NC2CCN(C(=O)c3cnccn3)CC2)cc1 (stereo not given)	0.5	2	-11	9	1.1	1	-2.3	-11	23

2 consecutive entries already listed, quoted:
SMILES	TRPML3 ag	NPY Y1 blocker	NPY2 pot ag	S1P4 antag	TRPN1 ag	CHOP inhibitor	S1P4 ag	NPY-Y1 PAM-ag	EP2 modulator
COc1ccc(CNC(=O)CCN2C(=O)c3ccncc3C2=O)cc1OC	0.8	nt	-5	-7	2.2	0	0.7	14	27
Nn1c(SCC(=O)Nc2nccs2)nncc1=O	0.0	-3	-11	-1	1.7	2	2.5	-1	13

Back to the main list, repeating the two entries before the break.
SMILES	TRPML3 ag	NPY Y1 blocker	NPY2 pot ag	S1P4 antag	TRPN1 ag	CHOP inhibitor	S1P4 ag	NPY-Y1 PAM-ag	EP2 modulator
NC(=S)NC(=O)/C=C/c1ccccc1	-0.2	5	-5	-18	-0.9	4	1.0	4	-55
COc1ccc(CC(NC(C)=O)C(=O)NC2CCN(C(=O)c3cnccn3)CC2)cc1 (stereo not given)	0.5	2	-11	9	1.1	1	-2.3	-11	23
Cc1ccccc1Nc1nc(N)nc(CSc2nnc(-c3ccccc3)n2C)n1	-0.6	-3	-22	-4	-0.1	15	-1.4	-6	0
CN/N=C/c1ccc(C#N)cc1	0.7	5	11	-6	0.3	2	1.1	10	-35
CC(=O)Nc1nonc1NC(C)=O	0.2	3	5	-5	4.7	16	-0.5	16	-6
COc1cc(OC)c2c(c1)C(=O)OC2OC (stereo not given)	0.1	nt	-16	-4	-1.2	-7	-0.8	8	-4
CNC(=O)c1sc(-c2cccnc2)nc1C	1.2	5	0	-12	0.5	38	-1.5	-16	23
O=C(Nc1ccccc1)C1=C[C@H](c2ccc3c(c2)OCO3)C[C@H](OCc2ccc(CO)cc2)O1	-0.1	6	-21	4	-0.4	8	-0.6	-21	2
Cc1cccc(-c2nnc(-c3ccccc3)o2)c1	0.0	14	-9	6	-1.3	14	0.2	-18	7
COc1ccccc1C(=O)Nc1ccc2c(c1)nc1n2CCN(Cc2ccccc2)C1	0.7	5	7	-14	2.1	10	3.4	9	-21
Cc1cccc(NC(=O)Cn2c(C)c(C#N)c3ccccc32)c1C	0.4	5	7	-2	0.9	0	-0.6	1	5&1
Cc1c(NC(=S)NC(=O)C2CCCCC2)c(=O)n(-c2ccccc2)n1C	0.5	-1	13	1	0.9	32	0.5	6	35
Cc1c(NC(=O)C(C)N2C(=O)c3ccccc3C2=O)c(=O)n(-c2ccccc2)n1C (stereo not given)	-0.2	-9	9	-18	0.4	26	-1.7	-7	34
CN1C(=O)CC(NNC(=O)c2ccccc2)C1=O (stereo not given)	1.1	0	3	-13	-0.3	32	0.6	-9	29
Cc1ccc(NC(=O)N2CCN(C/C=C/c3ccccc3)CC2)cc1	0.4	-3	-18	-5	0.2	4	-1.0	-5	-35
Cc1nn(Cc2ccccc2)c2c1C(c1ccccc1)C(C#N)=C(N)O2 (stereo not given)	-0.1	-4	0	-14	-1.6	34	-2.6	-18	2
Cc1nc(C(=O)NNC(=O)c2c(-c3c(Cl)cccc3Cl)noc2C)cs1	0.8	nt	-37	-9	0.9	28	-1.1	-10	21
CC(=O)c1c(N)nc2n(c1=O)CCCCC2	1.1	1	4	-14	0.1	13	-1.4	0	38
COc1ccccc1N1CCN(C2=Nc3cccc4cccc2c34)CC1	1.1	0	-2	-7	1.8	3	-0.2	13	-74
Cc1cc(NC(=O)COC(=O)C2CCN(S(=O)(=O)c3cccc(Cl)c3Cl)CC2)no1	0.0	18	-2	3	0.3	66	1.4	-18	-21
O=[N+]([O-])c1cccc(-c2nnc3c4ccccc4c4ccccc4n23)c1	0.6	5	-1	2	-0.4	96*	0.7	10	24
Cc1ccc(Cn2nc3c(cc2=O)CCc2ccccc2-3)cc1	0.5	6	-26	-11	-0.3	32	-0.2	-65	58
COc1cc(OC)cc(C(=O)N[C@H](C(=O)OCC(=O)Nc2ccc(OC)c(OC)c2)C(C)C)c1	0.4	2	0	-5	-0.8	13	0.9	-5	37
O=C(COc1ccc2c(c1)CCC2)N1CCN(c2cccc(C(F)(F)F)c2)CC1	1.0	1	6	-9	0.0	86*	0.4	7	-88
O=C(Nc1nc(-c2ccccn2)cs1)c1ncc(Cl)c(Cl)c1Cl	0.6	8	-15	-27	2.1	54	0.0	-17	-13
COc1ccc(N2C(=O)CC(N(CCc3ccccc3)C(=O)/C=C/C(=O)O)C2=O)cc1 (stereo not given)	0.6	5	4	-21	0.8	5	2.0	17	-15
O=C(CN1CCN(CC(=O)Nc2ccccc2F)CC1)Nc1ccc2c(c1)OCCO2	0.4	0	-7	-19	-0.5	-14	0.9	8	5
Cc1cc(N/N=C/c2ccccc2F)c2ccccc2n1	-0.6	-4	7	-17	-2.4	-5	0.6	8	-3
CC(C)C(=O)NNc1ccccc1	1.1	9	1	-9	1.3	9	-0.8	-16	20
COC(=O)c1cc(OC)c(OC)cc1NC(=O)CN1C(=O)c2ccccc2C1=O	0.9	10	12	-1	0.5	13	-0.8	-6	20
C/C(CC(=O)Nc1cccc2c1CCCC2)=N\NC(=O)c1ccccc1N	-1.3	6	-5	-6	0.8	7	-0.1	0	-6
CCCn1c(SCC(=O)NCCc2ccccc2)nnc1-c1ccco1	0.0	2	-8	-19	-1.1	16	0.1	-20	27
COc1ccc(NC(=O)c2cc(-c3ccco3)nc3ccccc23)cc1S(=O)(=O)N1CCOCC1	0.3	nt	-29	3	1.3	-5	0.3	22	-24
O=C(Cn1nnc(-c2ccccc2-n2cnnn2)n1)c1ccccc1	0.8	3	0	2	1.4	19	-1.2	-20	3
C[C@]12CC[C@@H]3c4ccc(O)cc4CC[C@H]3[C@@H]1CC[C@@H]2OC(=O)CCC(=O)O	1.7	-2	14	-18	2.2	19	-0.6	0	14
CCN(CC)c1ccc(N2C(=O)CSC2=S)cc1	0.5	-8	-7	6	-0.2	20	0.1	13	13
COc1cc(C(=O)N/N=C/c2sc(=O)n(-c3ccccc3)c2Cl)cc(OC)c1OC	-0.4	8	3	2	1.0	20	-0.1	12	-21
NS(=O)(=O)c1ccc(CCNC(=O)CSc2nc3ccccc3c(=O)n2CCN2CCOCC2)cc1	1.0	6	4	-18	0.6	23	2.7	2	7
O=C(CCc1ccccc1)Nc1nc2c(F)cc(F)cc2s1	-0.2	nt	-43	6	0.6	26	1.3	-13	-24
COc1ccccc1NCC(=O)Nc1cc(S(=O)(=O)N2CCOCC2)ccc1N1CCOCC1	1.0	-3	-7	-14	0.1	31	2.0	1	-5
Cc1cccc(C2Nc3ccccc3C(=O)N2NC(=O)c2ccc([N+](=O)[O-])cc2)n1 (stereo not given)	0.4	3	1	-5	-1.2	7	-0.2	1	7
NC(=O)CN(c1ccc(Cl)cc1)S(=O)(=O)c1ccccc1	-0.2	3	-4	4	0.3	4	1.9	-21	18
O=C1N=C(N2CCCC2)CN1c1ccccc1	-0.7	-2	-1	3	-1.4	-27	0.6	-7	-13
CCCC(=O)c1cn(CC(=O)OC)c2ccccc12	0.0	3	13	-6	0.2	10	-0.2	20	5
CCOC(=O)/C(=N\Nc1ccccc1)S(=O)(=O)c1ccccc1	-0.9	2	-2	-28	-1.2	38	1.0	14	28
CCOC(=O)c1cc(-c2nnc(-c3ccc(Oc4ccccc4)cc3)o2)c(C)nc1C	0.1	-1	0	-7	0.8	31	1.8	4	1
CS(=O)(=O)N1CCN(C(=O)c2ccc(Cl)s2)CC1	0.8	4	-6	-5	0.9	9	-1.2	2	26
Oc1ccc2ccccc2c1CN1CCCC1	0.0	9	-8	13	0.5	13	2.0	14	-74&-26
CN(C)/C=C/C(=O)c1cnc(-c2ccccc2)s1	1.3	1	4	38*	0.2	-33	0.5	24	-21
CCOC(=O)C1CCN(c2ncnc3c2cnn3-c2ccc(Cl)cc2)CC1	1.0	2	48*	-15	1.6	58	0.6	-2	8
COc1cccc(C(=O)Nc2cc(C(F)(F)F)ccc2Cl)c1	-0.8	2	-23	-2	-2.4	34	0.4	-14	23
